pAkt inh = Akt phosphorylation inhibition; 360,000 compounds, 0.32% hits; Neuro2A IGF-stimulated pAkt S473 HTRF, 20 min; hits give low values; activity change, % for hits at 50 µM; AID 651550; in the data active = activity change below about -80%; inconclusive = mostly about -51% to -80%; note: % is set by controls: 0 for no effect and ±100 for the full control effect
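Single-point screen (50 µM final compound) in Neuro2A cells stimulated 20 min with 6 nM IGF at 37 deg C. After lysis, Ser473-phosphorylated Akt read by HTRF (ex 330 nm, em 615/665 nm) as the 665/615 ratio.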
GLP-1R inv ag = acts as inverse agonist at human GLP-1 receptor; AID 624417; HEK293 GLP-1R CRE-luciferase, luminescence, 24 h; GLP-1R form is constitutively active; P43220; 410,000 compounds, 1.6% hits; Potency, µM (series often up to 38.3 µM), for the others: top-dose activity change, negative = inhibition, usual class: inhibitors; note: potency is the fitted concentration of half-maximal effect; % is set by controls: 0 for no effect and ±100 for the full control effect; nearly all actives have a fitted effect of over 55% in size
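Readout was luciferase luminescence, measured 12 min after detection reagent at room temperature. Beforehand, GLP-1R reporter HEK293 cells had sat 12 h, then received compounds for 24 hr at 37 deg C.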
GLP-1R agonist = GLP-1 receptor (human) agonism. AID 624172. Potency, µM (series often up to 45.6 µM), for inactives: top-dose activation, actives largely listed as activators. 380,000 compounds, 0.007% hits. P43220. HEK293 GLP-1R CRE-luciferase, luminescence, 4-6 h; cells express a hypersensitive GLP-1R form; note: potency is the fitted concentration of half-maximal effect; % of control where 0% means no effect
FUS suppressor = rescues growth of FUS-expressing yeast. S. cerevisiae FUS-expressing, growth rescue, OD600, 24 h. Potency, µM (highest dose often 76.6 µM), without a hit: top-dose growth rescue (activation), actives largely listed as activators. 390,000 compounds, 0.24% hits. AID 1347120;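 note: potency is the fitted concentration of half-maximal effect; plate controls were DMSO vehicle for no effect and reference control for full effect; nearly all actives have a fitted effect of over 55% in size; some results filed as inactive show a strong effect at the top dose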
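Toxicity suppression screen in FUS-yeast. Cells induced with 2% galactose, starting OD 0.005, treated 24hr at 30C with compounds at multiple final concentrations; growth by OD600.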
aSyn rescue = alpha-synuclein toxicity inhibition in yeast | Yeast expressing alpha-synuclein, growth rescue, BacTiter-Glo, 24 h | Potency, µM (titrated, usually from 46.1 µM), for the others: at the top dose growth rescue (activation), usual class: activators | 370,000 compounds, 0.14% hits; note: potency is the fitted concentration of half-maximal effect; % of control where 0% means no effect; nearly all actives have a fitted effect of over 65% in size
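Rescue of yeast growth: cells expressing toxic alpha-synuclein, induced in galactose at OD600 0.02, incubated with compound 24 h at 30 C. ATP luminescence quantified growth; inhibitors of toxicity appear as activators.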
PTHR1 ag = activates the human parathyroid hormone receptor PTHR1; 410,000 compounds, 0.075% hits; HEK293 GP2 PTHR1 cells, GloSensor cAMP luminescence, 1 h; Q03431; Potency, µM (highest dose often 115 µM), inactives show at the top dose activation, most hits filed as activators; note: potency is the fitted concentration of half-maximal effect; nearly all actives have a fitted effect of over 55% in size; some results filed as inactive show a strong effect at the top dose; inactives centre near -15; many of its hits are not listed in these tables
Target sequence (Q03431 whole entry, looked up): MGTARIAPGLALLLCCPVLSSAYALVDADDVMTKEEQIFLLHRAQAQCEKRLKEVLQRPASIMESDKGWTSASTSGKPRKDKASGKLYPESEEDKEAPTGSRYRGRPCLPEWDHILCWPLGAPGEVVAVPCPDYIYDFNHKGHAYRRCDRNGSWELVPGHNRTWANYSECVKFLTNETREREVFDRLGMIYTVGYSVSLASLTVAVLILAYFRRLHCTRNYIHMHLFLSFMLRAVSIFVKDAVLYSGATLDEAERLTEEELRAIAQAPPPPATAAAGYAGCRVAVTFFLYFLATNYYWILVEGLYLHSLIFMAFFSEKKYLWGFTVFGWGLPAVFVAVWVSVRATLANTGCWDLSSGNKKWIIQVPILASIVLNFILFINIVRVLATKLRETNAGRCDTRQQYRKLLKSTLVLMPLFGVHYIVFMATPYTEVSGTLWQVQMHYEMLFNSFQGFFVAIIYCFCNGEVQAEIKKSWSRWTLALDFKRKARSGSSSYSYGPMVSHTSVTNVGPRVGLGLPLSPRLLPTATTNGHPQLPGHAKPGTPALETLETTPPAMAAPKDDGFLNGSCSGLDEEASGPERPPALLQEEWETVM
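HEK-293-derived GP2 cells expressing PTHR1 and a GloSensor cAMP reporter, 3,000/well, plated overnight, given luciferin plus IBMX (each 0.5 mM as added) for 1 h at 37 °C, then compound for 1 h at 37 °C. Luminescence was read after 15 min at room temperature.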
DRD3 antagonist = D3 dopamine receptor (human) antagonism; P35462; D3R cells, DiscoveRx beta-arrestin luminescence, antagonist mode; hits give low values; max response, negative = inhibition, %; 360,000 compounds, 2.5% hits; in the data active = max response below about -50%; inconclusive = no clear call, values can overlap the other calls; note: % is set by controls: 0 for no effect and ±100 for the full control effect; mostly tested at two doses, the higher about 12 µM
Target sequence (P35462 whole entry, looked up): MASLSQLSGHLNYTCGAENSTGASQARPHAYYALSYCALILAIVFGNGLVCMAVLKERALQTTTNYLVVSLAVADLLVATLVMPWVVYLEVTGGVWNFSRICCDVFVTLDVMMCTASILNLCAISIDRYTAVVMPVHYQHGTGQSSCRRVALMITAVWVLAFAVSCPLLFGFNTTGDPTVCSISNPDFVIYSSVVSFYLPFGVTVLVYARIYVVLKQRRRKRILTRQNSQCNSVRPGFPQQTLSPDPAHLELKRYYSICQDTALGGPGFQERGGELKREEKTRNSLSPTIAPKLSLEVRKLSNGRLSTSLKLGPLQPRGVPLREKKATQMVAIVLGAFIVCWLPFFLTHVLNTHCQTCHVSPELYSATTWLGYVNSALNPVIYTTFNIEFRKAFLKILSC
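Cells expressing the human receptor were seeded at 1500 cells/well, incubated overnight at 37 degrees C in 5% CO2, then exposed to library compounds with dopamine controls for 90 minutes at 37 degrees C before luminescent detection.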
TDP43 rescue = TDP-43 toxicity inhibition in yeast. TDP-43 expressing yeast growth rescue, BacTiter-Glo, 24 h. Potency, µM (titrated, usually from 46.1 µM), without a hit: top-dose growth rescue (activation), hits mostly activators. 410,000 compounds, 1.8% hits; note: potency is the fitted concentration of half-maximal effect; % of control where 0% means no effect; nearly all actives have a fitted effect of over 50% in size
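Cell-based yeast growth screen: TDP-43 expression induced in galactose, inoculum OD600=0.02 after raffinose pregrowth to mid-log. Read-out BacTiter-Glo luminescence at 24 hr, 30 deg C; inhibition of toxicity seen as signal increase.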
Abeta rescue = A-beta toxicity reversal in yeast | Potency, µM (top dose mostly 46.1 µM), inactives show at the highest dose growth rescue, most hits filed as activators | 410,000 compounds, 0.063% hits | AID 1347071 | yeast expressing A-beta42, growth rescue, OD600, 48 h; response scale: 0% DMSO, 100% iron-clioquinol control; note: potency is the fitted concentration of half-maximal effect; nearly all actives have a fitted effect of over 55% in size
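Growth rescue measured by 600 nm absorbance after 48 h yeast culture at 30 C with compound. Values normalized between DMSO and an equimolar ferric chloride plus clioquinol control.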
Numbers without * were called inactive; i = inactive; ? = inconclusive; . = not tested or not shown; & = joins results of further samples; [ ] = dose if it differs, or a comment. Unless noted, calls come from the whole dose curve; as a rule, active = well fitted curve in the direction sought with a large enough effect; inconclusive = small, poorly fitted or top-dose-only effect, or another doubt; inactive = no such curve, though single readings can be large; an effect the other way counts as inactive or inconclusive. A portion of the library (hit frequency here may not be typical).

SMILES	pAkt inh	GLP-1R inv ag	GLP-1R agonist	FUS suppressor	aSyn rescue	PTHR1 ag	DRD3 antagonist	TDP43 rescue	Abeta rescue
O=C(Nc1ccc2c(c1)OCCO2)C(c1ccccc1F)n1c(=O)c(-c2cc3ccccc3[nH]2)nc2ccccc21 (configuration not stated)	i	?	.	21%	19%	-24%	8	36%	28%
Cc1cccc(-c2nc3c4ccccc4n(CC(=O)Nc4cc(F)ccc4F)c(=O)n3n2)c1	.	4%	.	-30%	.	i	.	?	-18%
Cc1ccc(N2CCN(S(=O)(=O)c3ccc(F)c(C)c3)CC2)c(C)c1	i	?	-16%	0%	13%	-7%	-51*	15%	17%
Cc1ccc2oc(C(=O)NCc3ccc(S(N)(=O)=O)cc3)cc(=O)c2c1	i	8%	-2%	-8%	-6%	i	2	7%	6%
Cc1cc(C)nc(N(C#N)CC(=O)N2CCC(C(N)=O)CC2)n1	i	17%	1%	5%	4%	i	17	16%	18%
Cc1cc(C)nc(N(C#N)CC(=O)N(c2ccccc2)C(C)C)n1	i	-16%	20%	1%	-16%	-5%[57.5 µM]	-17	4%	18%
O=C(CCc1nc2sc3c(c2c(=O)[nH]1)CCCC3)Nc1cccc(Cl)c1	i	1%	-6%	?	-9%	?	-24	0%	0%
CNc1cncc(-c2ccc(O)cc2)n1	i	23%	-1%	-20%	2%	0%	10	26%	-9%
CSc1ccccc1NC(=O)COC(=O)c1ccc(-n2nc(C)cc2C)cc1	i	17%	12%	.	7%	-2%	-1	?	2%
CC(C)(C)C(=O)N(Cc1ccccc1)c1ccccn1	i	9%	-2%	-4%	-8%	-56%[inhibitor]	0	-20%	-21%
CN(C)c1ccc(CN2CCCCC2)cc1	i	11%	-9%	.	-1%	-1%	4	-6%	9%
Cc1ccc(C(=O)C2=C(O)C(=O)N(Cc3cccnc3)C2c2ccc(Br)cc2)o1 (configuration not stated)	i	72%[activator]	0%	?	-8%	-1%	3	13%	-14%

Single values from the list:
Cc1ccc(N2CCN(S(=O)(=O)c3ccc(F)c(C)c3)CC2)c(C)c1 in PTHR1 ag = -7%
Cc1cc(C)nc(N(C#N)CC(=O)N(c2ccccc2)C(C)C)n1 in Abeta rescue = 18%

Other records.
SMILES	pAkt inh	GLP-1R inv ag	GLP-1R agonist	FUS suppressor	aSyn rescue	PTHR1 ag	DRD3 antagonist	TDP43 rescue	Abeta rescue
Cc1ccc(Cl)cc1-n1ncc2c(Nc3ccc4c(c3)OCCO4)ncnc21	.	?	.	-12%	.	-23%	.	1%	-9%
Cc1nc(-c2ccccc2)cc(=O)[nH]1	i	1%	0%	-4%	0%	i	24	8%	15%
O=C(CCS(=O)(=O)c1ccc(Cl)cc1)Nc1nnc(-c2ccco2)o1	i	33%[activator]	0%	13%	1%	i	9	12%	10%
CCOC(=O)c1c(C)oc2nc(C)nc(NCCCN3CCN(c4ccccc4OC)CC3)c12	.	0%	.	-11%	.	13%	.	3%	2%
COc1cccc(C(=O)NCc2ccc3c(c2)cc(C)n3C)c1	i	-8%	6%	?	0%	-26%	5	12%	0%
COc1ccccc1NC(=O)COC(=O)c1cc(C)oc1C	i	29%	33%	14%	1%	i	22	14%	7%
O=C(Nc1nnc(-c2ccc(Cl)cc2)o1)NC1CCCCC1	i	7%	-15%	?	-7%	-2%	-15	5%	-16%
CC(=O)Nc1ccc(NC(=O)CN2C(=O)CCc3cc(S(=O)(=O)N4CCCCC4)ccc32)cc1	.	15%	.	4%	.	i	.	17%	0%
CCOc1cc(C2c3c(oc4ccccc4c3=O)C(=O)N2Cc2ccc(OC)cc2)ccc1O (configuration not stated)	.	11%	.	-17%	.	?	.	1%	-25%
Cc1ccc(C(=O)C2CC2)c(C)c1	i	3%	2%	-5%	-3%	i	5	-16%	12%
O=C(Cc1csc(-c2cccc(Cl)c2)n1)Nc1cccc(S(=O)(=O)NC2=NCCC2)c1	i	?	13%	30%	4%	-38%[inhibitor]	-15	19%	17%
COc1ccc(NC(=O)NNC(=O)c2ccc(-c3ccccc3)cc2)cc1	i	-17%	0%	2%	1%	-8%	28	13%	8%
CCC(=O)N1c2ccc(S(=O)(=O)N3CCC(C)CC3)cc2CC1C (configuration not stated)	.	16%	14%	18%	.	-3%	.	?	-5%
COc1ccc(CN(C(C)=O)c2ccccc2C(=O)O)cc1	i	7%	0%	-4%	1%	-11%	11	-3%	-3%
COCC(=O)OCn1nnc2ccccc2c1=O	i	-9%	-1%	1%	-2%	i	-22	-15%	20%
CC1CCC(NC(=O)c2cccc(S(=O)(=O)N3CCN(C)CC3)c2)CC1 (configuration not stated)	i	-10%	-2%	-3%	7%	-7%	12	8%	2%
COc1ccc(-c2[nH]ncc2-c2cnc(C)s2)c(O)c1	i	14%	0%	-8%	-1%	i	5	-15%	20%
Cc1ccc(NS(=O)(=O)c2cccc(C(=O)O)c2)cc1S(=O)(=O)N1CCCCC1	i	14%	-3%	.	0%	-9%	-22	-28%	-7%
CCOc1ccccc1OCC(=O)NNC(=O)Cn1cnc2c1c(=O)n(C)c(=O)n2C	i	2%	1%	-41%	-2%	i	3	13%	-8%
CCc1ccc(CN(Cc2ccco2)C(=O)COc2ccccc2Cl)cc1	.	?	.	19%	.	i	.	-7%	-4%
Cc1ccc(C(=O)N(CCc2ccccc2)Cc2ccccc2)cc1S(=O)(=O)N1CCOCC1	i	10µM*	5%	?	13%	-24%	1	19%	9%
COc1ccc2nc(N3C(=O)C(O)=C(C(=O)c4ccco4)C3c3ccc(C)o3)sc2c1 (configuration not stated)	i	-25%	13%	39%	8%	-50%[inhibitor]	2	-35%[inhibitor]	-24%
CCCCCCn1nc(C(=O)OCC(=O)c2c(N)n(C)c(=O)n(C)c2=O)c2ccccc2c1=O	i	2%	11%	27%	7%	-8%	71	.	12%
COc1cccc2cc(C(C)N(CCCN3CCOCC3)C(=O)Nc3ccccc3)oc12 (configuration not stated)	i	-27%	-13%	-10%	-8%	i	-7	8%	14%
CCc1nc2c(OCC(=O)c3ccc(Cl)cc3Cl)cccn2c1N(C=O)Cc1ccc(OC)cc1	i	?	-1%	?	1%	-5%	-19	0%	7%
CCOc1ccc(NC(=O)c2ccc3c(=O)n4c(nc3c2)CCCCC4)cc1	i	7%&-1%	6%	-8%&11%	2%	-55%[inhibitor]	-25	-20%&-4%	-15%&-14%
Cc1ccccc1CN1C(=O)c2ccccc2Sc2ccc(C(=O)NC(C)c3ccccc3)cc21 (configuration not stated)	.	-31%	.	22%	.	i	.	9%	13%
CCOC(=O)c1cnc2c(C)c(C)ccc2c1NCCN1CCOCC1	i	?	5%	7%	0%	i	-8	-19%	-12%
COc1ccc(S(=O)(=O)N(C)C2CCN(C)CC2)cc1	i	-11%	-6%	-22%	-4%	i	-26	21%	-2%
CN(C)/C=C/C(=O)c1ccc(Br)s1	i	-12%	-5%	15%	-67%[inhibitor]	i	-23	-93%[inhibitor]	-91%[inhibitor]
O=C(COC(=O)c1cnc(Cl)c(Cl)c1)NCc1ccc2c(c1)OCO2	i	14%	0%	3%	-2%	i	-16	-14%	-11%
COC(=O)C(C)Oc1cc(OC(C)C(=O)OC)c2c(C)c(Cl)c(=O)oc2c1 (configuration not stated)	i	8%	8%	35%	6%	-12%	19	.	6%
O=Cc1ccc(-c2cc(Cl)ccc2Cl)[nH]1	i	?	10%	23%	17%	i	9	?	-1%
CCOC(=O)c1oc2cc(C)cc(O)c2c(=O)c1-c1csc(C)n1	i	2%	-10%	1%	7%	-10%[57.5 µM]	3	-8%	-15%
COc1ccc(N2CCN(C(=O)COC(=O)/C=C/c3ccc(C(F)(F)F)cc3)CC2)cc1	i	3%	1%	32%	-1%	i	-8	0%	-7%
CCCc1cnc2c(c1SCC(=O)Nc1ccc([N+](=O)[O-])cc1)c(=O)n(C)c(=O)n2C	.	2%	.	8%	.	-7%	.	6%	-28%
CC(=O)c1cnc2c(-c3ccc(Cl)cc3)cnn2c1C	i	10%	21%	-9%	5%	i	0	5%	-5%
COc1cccc(C(=O)N(Cc2ccc(N(C)C)cc2)C2CCS(=O)(=O)C2)c1 (configuration not stated)	i	10%	1%	12%	-4%	0%[57.5 µM]	4	-20%	0%
CCCCC(=O)Nc1ccc(Cl)cc1F	i	14%	-2%	1%	3%	i	45	9%	2%
COc1ccc(OC)c(NC(=O)C2CCC(CNc3c(N4CCOCC4)c(=O)c3=O)CC2)c1 (configuration not stated)	i	32%	1%	32%	-2%	i	1	-28%	-8%
COc1cccc(-c2nn(C)c3sc(C(=O)N4CCOCC4)cc23)c1	i	34%[activator]	12%	7%	-7%	-19%	2	?	-1%
CS/C(=N\S(=O)(=O)c1cccs1)Nc1ccc(Br)cc1F	i	?	11%&-2%	2%&-7%	-18%&-4%	-7%	14&-16	?	-37%&-27%[inhibitor]
O=C(CCC(=O)OCc1ccc(C(=O)Oc2ccc(Cl)cc2)cc1)Nc1ccccc1	i	9%	5%	6%	-4%	-33%[inhibitor]	10	-3%	6%
CCOc1cc(/C=N/NC(=O)c2cc3c(ccc4ccccc43)o2)ccc1O	i	?	-5%	29%	0%	-11%	43	24%	10%
CCOC(=O)CSc1n[nH]c(NS(=O)(=O)c2ccccc2C(F)(F)F)n1	i	10%	20%	17%	-4%	5%	13	-14%	-4%
O=C(CCN1C(=O)C2C3C=CC(C3)C2C1=O)Nc1ccccc1 (configuration not stated)	i	18%	-2%	8%	-6%	6%	3	13%	-7%
O=C(CCNC(=O)c1ccc([N+](=O)[O-])cc1)Nc1ccccc1N1CCCC1	i	20%	3%	11%	-1%	-5%	16	1%	2%

Bioassay records from PubChem.
